human PMI inhibition – inhibitors of human PMI, primary screen, biochemical, fluorescence intensity, coupled assay (AID 1209); purified PMI enzyme, coupled fluorescence intensity; higher % means a stronger effect; inhibition, % at 20 µM, or IC50 in µM where a hit was titrated; actives 0.42% (n = 190,000);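 also: plate controls were DMSO vehicle for no effect and wells lacking substrate for full effect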
P. falciparum M17LAP – P. falciparum M17LAP inhibitors, primary screen, biochemical, fluorogenic H-Leu-NHMec substrate, 1536-well (AID 1619); recombinant M17LAP, H-Leu-NHMec fluorogenic kinetic assay; higher % means a stronger effect; one-dose inhibition, % at 30 µM; IC50 in µM for titrated hits; actives 0.38% (n = 220,000);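 active = compound inhibiting the enzyme by more than half at any dose during confirmatory dose-response retesting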;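 also: plate controls were full reaction with DMSO carrier for no effect and no enzyme background for full effect; strong numbers were not always called active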
AID2073 – inhibitors of Mint1-CaV2.2 protein interaction, biochemical, HTRF (AID 2073); HTRF protein-protein interaction, Mint1-CaV2.2; higher % means a stronger effect; one-dose inhibition, % at 20 µM; IC50 in µM for titrated hits; actives 0.19% (n = 290,000); in the data active = inhibition mostly above about 51%, no sharp cut-off; also: some results filed as inactive read as strong as hits
human PMI inhibitors – human PMI inhibitors, high substrate, primary screen, biochemical, fluorescence intensity, high mannose 6-phosphate (AID 1220). recombinant PMI enzyme, coupled fluorescence intensity; higher % means a stronger effect. inhibition, % at 20 µM; hits with a dose series show IC50 in µM. actives 0.66% (n = 190,000)
P. falciparum M1AAP – malaria alanyl aminopeptidase activity blockers – biochemical, fluorogenic H-Leu-NHMec substrate, 1536-well (AID 1445); recombinant M1AAP, H-Leu-NHMec fluorogenic kinetic assay; higher % means a stronger effect; inhibition, % at 30 µM, or IC50 in µM where a hit was titrated; actives 0.42% (n = 220,000);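 active = primary inhibition above the hit cutoff, then over 50% inhibition at one or more dose response concentrations, cut at about 23% in these data, passing the limit was not always enough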;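 also: plate controls were DMSO full reaction for no effect and no enzyme background for full effect; strong numbers were not always called active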
Dynein transport – dynein cargo transport inhibition. actives 0.47% (n = 220,000). z-score, hits read low. 3617.4 mouse cells, GR-EGFP nuclear translocation imaging; test concentration mostly 20 µM; stimulated with dexamethasone, 1 µM; stronger effect = lower value;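 active = plate z-score of nuclear minus cytoplasmic receptor signal below a set negative limit, without overly bright fluorescence or cell loss, cut at about -3.5 in these data, passing the limit was not always enough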;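 also: z-score of nuclear minus cytoplasmic ring GR-EGFP intensity difference per well; some compounds called inactive have numbers as strong as hits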
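medium = tetracycline-free induction medium containing charcoal-stripped FBS | probe or stimulus = dexamethasone, 1.0 µM final | timing = 48 h induction, then 1 h compound, then 30 min agonist, 37 °C | detection = automated 10x imaging of fixed Hoechst-stained cells | read-out basis = nuclear versus cytoplasmic GR-EGFP signal, averaged per well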
SIAH1 antagonists – Siah-1 peptide-binding antagonists, primary screen, biochemical, fluorescence polarization, rhodamine-plectin, uHTS (AID 1817). actives 0.02% (n = 290,000). one-dose displacement, % at 20 µM; IC50 in µM for titrated hits. Siah-1 / rhodamine-plectin peptide fluorescence polarization; higher % means a stronger effect;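 active = displacement of at least 50% at 20 µM, with a fluorescence ratio check between 0.3 and a set limit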;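 also: plate controls were Siah plus tracer with DMSO for no effect and tracer alone without Siah for full effect; strong numbers were not always called active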
XIAP displacement – small molecules displacing peptide from XIAP – biochemical, IAP family, fluorescence polarization (AID 1018) | XIAP BIR domain, fluorescence polarization peptide displacement; higher % means a stronger effect | displacement, % at 20 µM; hits with a dose series show IC50 in µM | actives 0.007% (n = 200,000); in the data active = displacement above about 50%; also: a part of the inactive calls stands beside numbers as strong as those of hits
LYP inhibition – PTPN22 lymphoid phosphatase activity blockers – biochemical, fluorescence intensity, uHTS (AID 1779); one-dose inhibition, % at 11.5 µM; IC50 in µM for titrated hits; recombinant LYP phosphatase, fluorescence intensity; higher % means a stronger effect; actives 0.054% (n = 290,000);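 also: plate controls were vehicle with enzyme for no effect and no enzyme for full effect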
Dynein transport cytoplasmic EGFP – second read-out of Dynein transport, no call of its own (marks repeat the call); z-score; measured here: cytoplasmic GR-EGFP intensity; stronger effect = higher value
Dynein transport nuclear GR-EGFP – recorded beside Dynein transport, whose call it bears; z-score; measured here: nuclear GR-EGFP intensity;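 lower value marks the stronger effect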
Dynein transport cell count – further read-out of Dynein transport, marked with its call; z-score; measured here: cell count per field
Numbers without * were called inactive; x = not tested or not shown. Rule as the data show it, unless noted: active = inhibition above about 50%; inactive = the rest.

| No. | Molecule | human PMI inhibition | P. falciparum M17LAP | AID2073 | human PMI inhibitors | P. falciparum M1AAP | Dynein transport | Dynein transport cytoplasmic EGFP | Dynein transport nuclear GR-EGFP | Dynein transport cell count | SIAH1 antagonists | XIAP displacement | LYP inhibition |
| --- | --- | --- | --- | --- | --- | --- | --- | --- | --- | --- | --- | --- | --- |
| 1 | N#C/C(=C\c1c(N2CCC(C(N)=O)CC2)nc2ccccn2c1=O)C(=O)NCc1ccco1 | 5% | 7% | 8% | 9% | 5% | 0.55 | -0.27 | 0.087 | 0.21 | -3% | -5.4% | -9% |
| 2 | COc1cccc(-c2nn(-c3ccccc3)cc2CN(C)Cc2ccno2)c1 | 12% | 0% | 18% | 1% | 9% | -1.5 | -0.29 | -0.65 | 0.94 | 3% | 2.7% | 2% |
| 3 | Cn1c(CCNC(=O)c2ccccc2F)nnc1SCC(=O)Nc1ccccc1F | 5% | 1% | 4% | -2% | -3% | 0.49 | -0.29 | 0.94 | -0.94 | -3% | -9.4% | -3% |
| 4 | CC(C)(C)c1cc(NCc2ccccn2)n2ncc(-c3ccccc3)c2n1 | x | 4% | 22% | x | -1% | -0.013 | -0.29 | -0.038 | -0.42 | -3% | x | -5% |
| 5 | N#CC1=C(N)Oc2n[nH]c(-c3ccccc3)c2C1c1cccnc1 (stereo unspecified) | 3% | 60µM* | -6% | 2% | 13% | -1.6 | -0.21 | -0.87 | 1.7 | 0% | -4.5% | -6% |
| 6 | CC1(C)C(CC2OCC(CN3CCCCC3)O2)[C@H]2CC[C@@H]1C2 (stereo partly specified) | x | 0% | -4% | x | 4% | -0.11 | -0.27 | -0.46 | 0.85 | 3% | x | -3% |
| 7 | Cc1csc(NC(=O)CSc2nc(C)nc3c2c(=O)n(C)c(=O)n3C)n1 | 12% | 10% | -1% | 9% | 10% | 0.58 | -0.12 | 0.49 | -0.43 | 1% | -4.5% | 3% |
| 8 | Cc1ccccc1SCC(=O)OCC(=O)Nc1sccc1C(N)=O | 13% | 5% | 4% | 1% | -1% | -0.98 | -0.21 | -0.31 | 0.37 | -2% | -2.3% | 17% |
| 9 | CCC(CC)c1nnc(NC(=O)c2nn(C)c(=O)c3ccccc23)s1 | -7% | 22% | -4% | -2% | 5% | -1.3 | -0.3 | -0.69 | 0.93 | 6% | -1.6% | -1% |
| 10 | N#Cc1ccc(C(=O)NCC(c2ccco2)N2CCCC2)cc1 (stereo unspecified) | 10% | 0% | 2% | 8% | 1% | -0.067 | -0.18 | -0.15 | 0.64 | 2% | -1.9% | -3% |
| 11 | COc1ccc(CN2C(=O)CC(Cc3cc(C)cc(C)c3)C2=O)cc1OC (stereo unspecified) | 7% | 12% | -7% | 4% | -3% | 0.35 | -0.17 | 0.38 | 0.12 | 1% | -5.1% | -7% |
| 12 | CCn1ncc(Br)c1C(=O)NC(C)c1ccccc1 (stereo unspecified) | -10% | -9% | -4% | -14% | -5% | -0.27 | -0.17 | 0.3 | -1.4 | 12% | -7.1% | -10% |
| 13 | COc1ccc(CCN(Cc2ccccn2)C(=S)Nc2cccc(C)c2)cc1OC | 4% | 0% | 6% | 4% | 10% | 0.32 | -0.21 | 0.084 | 0.24 | 6% | -5.2% | 1% |
| 14 | CC(=O)Nc1ccc(S(=O)(=O)NCCSCc2ccc(Cl)cc2Cl)cc1 | 2% | 2% | -4% | 1% | -1% | 0.0054 | -0.19 | -0.13 | 0.13 | -3% | -7.0% | -8% |
| 15 | O=C(Cc1ccccc1)NC(NC(=S)Nc1cc(Cl)ccc1Cl)C(Cl)(Cl)Cl (stereo unspecified) | -5% | 9% | -16% | -7% | 8% | -0.25 | -0.19 | 0.33 | 0.24 | 2% | -12% | -2% |
| 16 | CC1CCC(C(C)C)C(OC(=O)COC(=O)c2ccc(=O)[nH]c2)C1 (stereo unspecified) | 3% | -5% | 7% | 6% | 0% | 0.0087 | -0.21 | 0.28 | -0.53 | 4% | -6.5% | 8% |
| 17 | Cc1c(NC(=O)C(C)OC(=O)CNC(=O)c2ccccc2)c(=O)n(-c2ccccc2)n1C (stereo unspecified) | -1% | -5% | 3% | -8% | 3% | 1.3 | -0.072 | 0.87 | -0.19 | 1% | -4.3% | 0% |
| 18 | Cc1ccc(SCc2nc(N)nc(Nc3ccccc3C)n2)cc1C | 20% | -5% | 12% | 18% | 8% | 1.7 | -0.17 | 0.98 | -2 | -3% | -3.8% | 0% |
| 19 | COc1cccc(N2C(=O)C3CCCN3C2c2ccc(N(C)C)cc2)c1 (stereo unspecified) | -7% | 1% | 2% | 5% | 8% | -0.32 | -0.22 | -0.18 | 0.25 | 3% | -9.7% | 2% |
| 20 | Cn1c(=O)c2ncn(CC(=O)NC3CCCCCC3)c2n(C)c1=O | 10% | -11% | 11% | 0% | 11% | 1.4 | -0.22 | -0.51 | -0.26 | 1% | -6.1% | -6% |
| 21 | COc1ccccc1Nc1ccc(N)cc1 | -12% | 12% | 22% | 23% | 4% | 0.17 | -0.21 | 0.12 | -0.19 | -7% | -14% | -4% |
| 22 | C=CCn1c(SCC(=O)Nc2sc(C)c(C)c2C(=O)OCC)nnc1-c1sc(N)nc1C | 10% | 24% | -1% | 7% | 4% | 0.52 | 0.12 | 0.75 | -0.42 | -3% | -2.2% | -2% |
| 23 | O=C1C2(c3ccccc3)CN(CCO)CC1(c1ccccc1)CN(CCO)C2 | 0% | 1% | -9% | -8% | 5% | 2.5 | 0.12 | 2.2 | -2 | 3% | -2.1% | -5% |
| 24 | CCN(CC)c1ccc(NC(=O)c2cccc(C)c2)cc1S(=O)(=O)Nc1ccccc1OC | 53%* | -10% | 1% | 28% | 1% | -0.29 | -0.24 | 0.16 | 0.8 | 5% | -6.8% | 13% |
| 25 | O=C1CSC(c2ccccc2F)N1c1cc(Cl)ccc1O (stereo unspecified) | 7% | -5% | 5% | 9% | 10% | 0.96 | -0.35 | 0.26 | 0.11 | 2% | 1.1% | 2% |
| 26 | O=C(Cc1ccc(Cl)cc1)NNC(=S)NC(=O)c1cccnc1 | 49% | 9% | -2% | 20% | -21% | -1.1 | -0.3 | -0.55 | 1.1 | -6% | -2.0% | -6% |
| 27 | O=C1C=CC(=O)C(C2=C3C(=O)N(CCc4ccccc4)CC(=O)N3CCC2)=C1 | 26% | 14% | -22% | 51%* | 8% | -3.3 | 1.5 | -2.1 | 0.58 | 21% | -4.3% | 5% |
| 28 | O=C(CSc1nc2nc3c(cc2c(=O)n1-c1ccccc1)CCCC3)Nc1cccc2ccccc12 | 12% | 7% | 10% | 5% | 10% | -0.55 | 0.23 | 0.022 | 0.39 | 2% | -2.8% | 5% |
| 29 | CSc1ccccc1C(=O)Nc1ccc(C)c(C)c1 | 1% | 6% | 4% | 2% | 0% | -0.35 | -0.09 | -0.085 | 0.34 | -1% | -3.5% | -6% |
| 30 | c1ccc2c(c1)oc1c(N3CCN(Cc4ccc5c(c4)OCO5)CC3)ncnc12 | 13% | 1% | 2% | 10% | -3% | -1.7 | -0.22 | -0.3 | 0.69 | 3% | -4.5% | -12% |
| 31 | CC(C)N1CCC(N2CCN(Cc3ccc(-c4ccccc4Cl)o3)CC2CCO)CC1 (stereo unspecified) | x | 2% | 21% | x | -15% | 1 | -0.17 | 0.22 | -0.49 | 4% | -3.7% | -2% |
| 32 | Cc1[nH]c(=S)[nH]c(=O)c1CCCO | 13% | -7% | 4% | 5% | 2% | 0.64 | 0.092 | 0.75 | -0.5 | 4% | -2.3% | -7% |
| 33 | COc1ccc(N=C2SC(C(=O)Nc3ccc(F)cc3)CC(=O)N2C)cc1 (stereo unspecified) | x | 4% | 11% | x | 0% | -0.5 | 0.074 | -0.29 | 0.33 | 2% | -17% | 1% |
| 34 | CN(C)CCC(=O)c1ccc(F)cc1 | x | -5% | 8% | x | 2% | -0.51 | -0.25 | -0.29 | 0.19 | 4% | x | -6% |
| 35 | COC(=O)CNC(=O)CNC(=O)Nc1ccccc1 | 8% | 7% | 18% | 7% | 6% | -0.65 | -0.21 | -0.27 | -0.0025 | 0% | -13% | -4% |
| 36 | COC(=O)c1ccccc1NC(=O)CN(C1CCCCC1)S(C)(=O)=O | 14% | -6% | 0% | 10% | 2% | 0.27 | 0.38 | 0.62 | 0.88 | 2% | -0.7% | -7% |
| 37 | O=C(Nc1nncs1)c1cc2c(s1)CCC2 | 6% | -1% | 2% | 9% | 6% | -1.1 | -0.36 | -0.17 | 0.86 | 0% | -6.3% | -2% |
| 38 | Cc1ccc(NC(=O)CSc2nnc(-c3n[nH]c4ccccc34)n2-c2ccccc2)c(C)c1 | 10% | -1% | -4% | -4% | 2% | 0.2 | -0.29 | 0.18 | 0.87 | 3% | -8.0% | 2% |

Ordered by SMILES length (high to low): part of the list above.
| No. | Molecule | human PMI inhibition | P. falciparum M17LAP | AID2073 | human PMI inhibitors | P. falciparum M1AAP | Dynein transport | Dynein transport cytoplasmic EGFP | Dynein transport nuclear GR-EGFP | Dynein transport cell count | SIAH1 antagonists | XIAP displacement | LYP inhibition |
| --- | --- | --- | --- | --- | --- | --- | --- | --- | --- | --- | --- | --- | --- |
| 27 | O=C1C=CC(=O)C(C2=C3C(=O)N(CCc4ccccc4)CC(=O)N3CCC2)=C1 | 26% | 14% | -22% | 51%* | 8% | -3.3 | 1.5 | -2.1 | 0.58 | 21% | -4.3% | 5% |
| 31 | CC(C)N1CCC(N2CCN(Cc3ccc(-c4ccccc4Cl)o3)CC2CCO)CC1 (stereo unspecified) | x | 2% | 21% | x | -15% | 1 | -0.17 | 0.22 | -0.49 | 4% | -3.7% | -2% |
| 33 | COc1ccc(N=C2SC(C(=O)Nc3ccc(F)cc3)CC(=O)N2C)cc1 (stereo unspecified) | x | 4% | 11% | x | 0% | -0.5 | 0.074 | -0.29 | 0.33 | 2% | -17% | 1% |
| 25 | O=C1CSC(c2ccccc2F)N1c1cc(Cl)ccc1O (stereo unspecified) | 7% | -5% | 5% | 9% | 10% | 0.96 | -0.35 | 0.26 | 0.11 | 2% | 1.1% | 2% |
| 35 | COC(=O)CNC(=O)CNC(=O)Nc1ccccc1 | 8% | 7% | 18% | 7% | 6% | -0.65 | -0.21 | -0.27 | -0.0025 | 0% | -13% | -4% |

Results in sequence from the list.
Nos. 32 to 36 in LYP inhibition read -7%, 1%, -6%, -4%, -7%
Nos. 32 to 36 in Dynein transport read 0.64, -0.5, -0.51, -0.65, 0.27

Compound activity from PubChem BioAssay.
